Bioassay records (PubChem BioAssay)
K1F lysis inhibition = inhibition of K1F phage lysis, E. coli UTI89, bacterial capsule biogenesis inhibitors, alamar blue (AID 488966). inhibition, % at 100 µM; hits with a dose series show IC50 in µM. E. coli UTI89 K1F phage lysis, alamar blue, 2 h; higher % means a stronger effect. 340,000 compounds, 0.02% hits;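 active means phage lysis inhibition, versus mean bacterial control, above a set limit; inconclusive means no clear call, values can overlap the other calls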;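 further: capsule biogenesis inhibitors block K1F phage lysis so surviving cells raise fluorescence; higher fluorescence means more inhibition of phage lysis; actives were called in the ten point dose series up to 300 µM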
GPR35 antagonists = GPR35 antagonists blocking zaprinast-driven arrestin recruitment, primary screen, imaging, U2OS, beta-arrestin-GFP, zaprinast agonist (AID 2058); 290,000 compounds, 0.052% hits; inhibition, % at 10 µM; hits with a dose series show IC50 in µM; U2OS GPR35 beta-arrestin-GFP translocation imaging, zaprinast antagonism; higher % means a stronger effect;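 active means inhibition of at least 50% with at least 30 cells and total cytoplasm GFP at most 10,000,000; inconclusive means under 30 cells or total GFP of 10,000,000 plus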
GPR55 LPI antagonism = GPR55 antagonists blocking LPI-driven arrestin recruitment, primary screen, imaging, U2OS, beta-arrestin-GFP, LPI agonist (AID 2013) | 290,000 compounds, 0.13% hits | U2OS GPR55 beta-arrestin-GFP translocation imaging, LPI antagonism; higher % means a stronger effect | inhibition, % at 10 µM, or IC50 in µM where a hit was titrated;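 active means spots per cell inhibited over 60%, with over 100 cells counted and total cytoplasm intensity under 500,000; inconclusive means wells with under 100 cells, flagged as likely toxic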;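 further: U2OS cells stably carrying GPR55 and arrestin-GFP stimulated by 5 µM LPI near EC80; imaged beta-arrestin-GFP aggregate spots per cell after agonist stimulation; plate controls were LPI-stimulated DMSO wells for no effect and DMSO wells without LPI for full effect; some results filed as inactive read as strong as hits; confirmed hits need IC50 under 10 µM and bright autofluorescent wells are also inconclusive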
PhoP inhibition = inhibitors of PhoP regulon expression, primary screen, Salmonella Typhimurium, GFP reporter (AID 1863) | S. Typhimurium PhoP-regulated promoter GFP reporter, 4 h; higher % means a stronger effect | inhibition, % at 50 µM; hits with a dose series show IC50 in µM | 300,000 compounds, 0.16% hits;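 active means inhibition over 29.93%, a cutoff 3 SD above the screen mean, later confirmed by dose response; inconclusive means inhibition over 29.93% but no dose response follow-up; inactive means inhibition at most 29.93% or unconfirmed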;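 further: 0% = low Mg2+ inducing control and 100% = high Mg2+ repressing control; strong numbers were not always called active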
RSV antiviral HEp-2 = inhibition of RSV-induced cytopathic effect – HEp-2 cells, primary 10 µM value included (AID 2391) | HEp-2 cells, RSV-induced CPE inhibition; higher % means a stronger effect | CPE inhibition, % at 10 µM; hits with a dose series show IC50 in µM | 310,000 compounds, 0.13% hits; in the data active means a potency from the dose series; inconclusive means CPE inhibition mostly from about 23% at the one dose, without a potency; inactive means the rest, 99 in 100 with CPE inhibition below about 21%; further: strong numbers were not always called active
NS5 inhibitors = Dengue-2 NS5 methyltransferase inhibitors, primary screen, biochemical, confirmation dose response (AID 588689). 340,000 compounds, 0.3% hits. inhibition, % at 25 µM, or IC50 in µM where a hit was titrated. Dengue-2 NS5 methyltransferase capping enzyme assay, biochemical; higher % means a stronger effect; in the data active means a potency from the dose series; inconclusive means inhibition above about 29% without an active follow-up result
Rac1 GTP hydrolysis = MgcRacGAP GTPase-activating activity inhibitors, confirmation, biochemical, ADP Hunter fluorescence; MgcRacGAP-stimulated Rac1 GTP hydrolysis, ADP Hunter fluorescence; higher % means a stronger effect; GST-tagged Rac1 F28L mutant substrate; one-dose inhibition, % at 30 µM; IC50 in µM for titrated hits; 340,000 compounds, 0.6% hits; AID 624330;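 active means first-screen hits whose inhibition reached a set limit at any dose in the follow-up dose series; inconclusive means inhibition above the set first-screen limit but never retested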;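 further: fluorescence reports GDP produced by GAP-driven GTP hydrolysis; strong numbers were not always called active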
Large T inhibition = SV40 large T antigen inhibitors, biochemical (AID 1903). 310,000 compounds, 0.39% hits. SV40 large T antigen ATPase/helicase inhibition assay; higher % means a stronger effect. one-dose inhibition, % at 20 µM; IC50 in µM for titrated hits; in the data active means a potency from the dose series; inconclusive means inhibition mostly from about 32% at the one dose, without a potency; inactive means the rest, 99 in 100 with inhibition below about 32%; further: strong numbers were not always called active
HIV fusion peptide = cell-free HIV fusion peptide-binding blockers – biochemical, uHTS, fluorescence dequenching, primary screen (AID 1986) | cell-free peptide binding, fluorescence dequenching, 30 min; higher % means a stronger effect | inhibition, % at 20 µM, or IC50 in µM where a hit was titrated | 290,000 compounds, 0.3% hits; in the data active means inhibition mostly above about 52%, no sharp cut-off; inactive means mostly below about 76%; further: some results filed as inactive read as strong as hits
NS5 inhibitors pilot replicate = further read-out of NS5 inhibitors, marked with its call; inhibition, %; measured here: pilot screen replicate inhibition
* marks the source's active call; other numbers are inactive results; ? = inconclusive; . = not tested or not shown; [ ] = another dose, or the depositor's remark.

SMILES	K1F lysis inhibition	GPR35 antagonists	GPR55 LPI antagonism	PhoP inhibition	RSV antiviral HEp-2	NS5 inhibitors	Rac1 GTP hydrolysis	Large T inhibition	HIV fusion peptide	others
COC(=O)Cn1ncc2c3ccccc3n(C)c2c1=O	-0.1%	7.0%	27.2%	7.1%	2.8%	-7.0%	14.6%	7.2%	3.6%
COc1cc(C2C3=C(CC(C)(C)CC3=O)N(C)C3=C2C(=O)CC(C)(C)C3)ccc1O	0.2%	2.1%	1.1%	-1.1%	2.0%	-2.6%	2.5%	7.0%	-0.6%	NS5 inhibitors pilot replicate=1.5
Clc1ccc(-c2c[nH]c3ccccc23)nn1	12.5%	-14.9%	3.2%	-3.1%	13.1%	-1.4%	4.1%	-0.9%	-1.2%
O=c1[nH]cnc2c1ncn2[C@@H]1C[C@@H](O)[C@H](CO)O1	0.3%	-22.4%	8.7%	4.4%	0.5%	0.7%	3.0%	6.5%	0.6%
CN(C)c1ccc(C2(O)C(=O)c3ccccc3C2=O)cc1	0.3%	-1.0%	12.3%	-16.6%	0.7%	0.9%	10.0%	1.2%	-2.2%
Cc1cccn2c(N)c(-c3ccccc3)nc12	3.6%	.	.	-1.5%	0.9%	-2.4%	7.4%	16.9%	.
CN(C)c1ccc(N/C=C/C(=O)c2ccc(F)cc2)cc1	-0.1%	4.8%	16.3%	3.9%	-1.7%	-6.8%	20.9%	18.2%	27.5%
CCOC(=O)c1c(NC(=O)C(C)OC(=O)c2ccc(NC(=O)CC#N)cc2)sc2c1CCCC2 (centres undefined)	1.5%[50 µM]	.	.	-2.2%	?	-8.2%	5.4%	6.3%	.
Oc1oc(-c2ccco2)nc1C=Nc1cccc(Cl)c1	2.8%	-13.1%	-4.2%	25.8%	-0.4%	-32.9%	2.2%	1.8%	1.3%
COc1ccc(CN2C(=O)C(O)(CC(=O)c3ccc4c(c3)OCO4)c3ccccc32)cc1OC (centres undefined)	0.0%	-10.4%	19.2%	-3.5%	0.5%	-4.8%	3.9%	5.8%	0.8%
Cc1ccc(-n2nnc3c(SCC(=O)NCC4CCCO4)ncnc32)cc1 (centres undefined)	-0.4%	-17.8%	-3.4%	-2.7%	0.6%	-7.8%	-2.6%	4.0%	-1.3%
CC1(N(O)/C=C2\C=CC=CC2=O)CCCCC1=O (centres undefined)	-0.1%	-8.4%	1.0%	-4.1%	1.6%	-6.9%	-5.3%	10.9%	-2.1%
Cc1ccc(C(=O)N(c2c(C)n(C)n(-c3ccccc3)c2=O)C(C)C)cc1	5.6%	-0.9%	1.1%	-0.2%	4.0%	1.4%	4.6%	2.4%	-0.3%
Cc1ccc(Cc2nnc(SCC(=O)Nc3c(C)cccc3C)[nH]c2=O)cc1	0.0%[50 µM]	.	.	3.8%	-1.7%	-2.2%	7.1%	10.0%	.
CCS(=O)(=O)c1ncc(Cl)c(C(=O)Nc2ccc(S(=O)(=O)N(C)c3ccccc3)cc2)n1	-0.3%	22.5%	32.0%	-0.9%	-2.0%	-54.3%	13.4%	?	0.1%
CCOCCCNC(=O)c1[nH]c(C)c(C(C)=O)c1C	0.6%	8.0%	33.5%	0.2%	0.0%	-0.8%	-1.8%	11.7%	-2.9%
O=C(Nc1ccccc1C(=O)OCC(=O)N1CCc2ccccc2C1)c1ccco1	5.8%	-6.4%	-26.2%	2.4%	1.0%	-1.4%	0.6%	14.4%	2.1%
COC(=O)c1ccc(CSc2nc(-c3ccccc3)cs2)o1	0.1%	0.6%	-3.0%	1.4%	4.7%	-3.5%	6.9%	11.6%	1.8%
O=C(CN1C(=O)C2C3C=CC(C3)C2C1=O)Nc1ccc(C(=O)O)cc1 (centres undefined)	-0.3%	37.9%	1.9%	-7.6%	0.9%	-1.6%	-5.2%	10.5%	-1.6%
CCOC(=O)c1oc2ccc(S(=O)(=O)n3nc(-c4ccc(C)cc4)cc3N)cc2c1C	0.0%	-8.8%	12.7%	8.5%	7.0%	-2.8%	-3.2%	-1.5%	-2.4%
O=C(O)CCSc1nc2ccccc2n1CCOc1ccccc1	-0.1%[50 µM]	1.9%	10.9%	-7.1%	3.4%	-5.5%	7.7%	9.5%	0.1%
Cc1ccc(OCC(=O)Nc2ccc3c(c2)OCO3)cc1C	0.0%	10.9%	11.3%	.	3.7%	2.7%	-32.2%	.	-1.0%
O=C(NCc1ccc(F)cc1)C1CCN(S(=O)(=O)N2CCCCC2)CC1	-2.0%	8.6%	0.3%	-1.2%	-0.1%	0.8%	1.1%	5.2%	-1.5%
N#Cc1ccccc1NS(=O)(=O)c1cc2c3c(c1)CCC(=O)N3CCC2	0.5%[50 µM]	.	.	9.1%	-2.7%	6.5%	-1.7%	18.6%	.
C/C(=N\Nc1cc(C)nc(-c2ccccc2O)n1)c1ccccc1O	0.5%	3.1%	17.3%	-8.9%	-2.0%	-0.8%	10.1%	16.4%	0.2%
O=C(Cn1cc(C(=S)N2CCOCC2)c2ccccc21)N1CCOCC1	0.3%	10.3%	9.7%	4.0%	0.5%	.	15.2%	13.5%	0.1%
CCOc1ccc(S(=O)(=O)N/N=C(\C)c2ccc3c(c2)OCO3)cc1	-0.1%[50 µM]	-3.1%	13.7%	-0.1%	7.4%	-3.9%	10.6%	17.7%	-0.9%
Cc1ccc(NC(=O)COc2ccc3c(c2)OCO3)c(Cl)c1	-0.1%[50 µM]	.	.	.	1.4%	-8.8%	-4.1%	.	.
Cc1ccc(S(=O)(=O)NCC(=O)OCc2csc(-c3ccccc3)n2)cc1	-0.5%	1.8%	5.2%	4.0%	0.8%	-1.9%	5.7%	8.9%	1.5%
CCOc1ccc(N2C(=O)CCC2=O)cc1	-0.3%	-15.5%	17.7%	-2.2%	1.9%	-6.5%	-0.2%	15.9%	0.7%
CN1CCN(c2oc(-c3cccs3)nc2S(=O)(=O)c2ccccc2)CC1	0.5%	-9.9%	7.9%	13.0%	2.4%	6.9%	5.5%	-6.5%	3.6%
CC(=O)N1CCOc2ccc(S(=O)(=O)N(C)c3cccc(C)c3)cc21	0.0%	19.2%	-3.0%	0.3%	2.9%	-2.7%	11.4%	10.2%	-0.1%
CCC(=O)N1CCc2cc(S(=O)(=O)NC(C(=O)NC3CCCc4ccccc43)C(C)C)ccc21 (centres undefined)	0.3%[50 µM]	4.4%	5.9%	1.8%	0.1%	-3.3%	4.8%	18.1%	1.2%
Cc1cccc(OCC(=O)NC2CCCC2)c1	-0.6%	2.4%	-1.8%	-6.6%	4.0%	-2.2%	4.3%	4.4%	-0.7%
Cc1ccc(CNC(=O)CN(C2CCCCC2)S(C)(=O)=O)cc1	-0.3%	-2.2%	4.8%	-2.3%	2.0%	3.9%	5.5%	2.2%	2.6%
Cc1nc2ncnn2c(N2CCCC(C(=O)Nc3ccc4c(c3)CCC4)C2)c1C (centres undefined)	0.3%	23.0%	-12.8%	-2.0%	10.3%	-2.4%	5.3%	13.6%	-2.2%
COc1cc(NC(=O)C(C)Oc2ccccc2)ccc1NC(=O)COc1ccccc1 (centres undefined)	0.0%	-11.9%	5.1%	-5.7%	?	-1.0%	7.2%	13.3%	1.7%
NC(=O)c1nsc(C(=O)N(c2ccccc2)C(C(=O)NC2CCCC2)c2ccncc2)c1N (centres undefined)	-0.1%	-8.4%	0.3%	2.5%	1.9%	-6.7%	-0.1%	24.6%	0.8%
CCOC(=O)NCc1ccc2[nH]c(C)cc2c1	0.3%	11.2%	-4.0%	.	0.2%	2.8%	0.8%	10.4%	-0.1%
CC(O)[C@H]1CNCCN1CCc1cc(C(F)(F)F)cc(C(F)(F)F)c1 (some centres undefined)	5.8%	.	.	3.9%	-2.6%	-0.8%	0.8%	4.2%	.
CC(=O)Nc1ccc(S(=O)(=O)N(C)CC(=O)N/N=C/c2cccc(O)c2)cc1	0.0%	9.0%	15.3%	-1.4%	-1.1%	-1.5%	8.3%	26.2%	-0.5%
Cc1ccc(N2C(=O)C3C4C=CC(CC4)C3C2=O)cc1Br (centres undefined)	0.2%	-0.7%	-1.8%	-12.3%	-1.5%	-2.0%	11.3%	3.0%	0.3%	NS5 inhibitors pilot replicate=1.8
CC(=O)c1ccc(NC(=O)CN(C)CC(=O)Nc2cccc(F)c2)cc1	0.1%	-4.3%	-1.9%	-0.8%	1.1%	-1.5%	9.0%	7.0%	19.7%
CC1CC(NC(=O)C2(C)CC2(Cl)Cl)CC(C)(C)C1 (centres undefined)	6.2%	5.2%	2.4%	4.8%	-0.8%	-7.6%	-0.8%	2.5%	-0.3%
O=C(CSc1ccccc1C(=O)O)NC1CCCCCC1	0.1%	17.8%	9.8%	-11.6%	1.3%	-9.1%	1.1%	8.9%	-1.4%
Cc1ccccc1OCC(=O)Nc1ccc(C)c(S(=O)(=O)N2CCCCCC2)c1	-0.9%	.	.	-6.3%	22.0%	-0.7%	4.8%	11.8%	.
O=C(O)CN1C(=O)/C(=C\c2cc(Br)ccc2OCc2ccc(Cl)cc2)SC1=S	-3.0%[50 µM]	-0.8%	9.0%	-0.1%	46.2%	24.8µM*	12.7%	7.3%	14.3µM*
Cn1c(CNc2cccc(C(F)(F)F)c2)n[nH]c1=S	-0.6%	15.8%	1.5%	-6.8%	1.2%	-0.8%	1.9%	11.3%	-0.2%
N#Cc1c(C(F)(F)F)cc(-c2ccco2)nc1SCc1ccccn1	3.3%	7.7%	-8.9%	-7.4%	0.5%	-1.0%	2.3%	21.0%	23.2%
CC1=CCC2C(=O)N(CCc3c[nH]c4ccccc34)C(=O)C2C1 (centres undefined)	0.2%	-2.7%	8.5%	-3.2%	0.7%	-3.5%	-2.4%	-0.5%	3.1%
Cc1cc(NC(C)c2ccccc2)n2ncc(-c3ccccc3)c2n1 (centres undefined)	0.2%	77.8%	9.0%	7.6%	18.8%	-2.6%	7.5%	7.2%	1.6%
O=C(NCCN1CCOCC1)c1ccc(CSCc2cccc(Cl)c2)o1	-1.5%[50 µM]	-12.5%	20.9%	-5.5%	-1.0%	-5.6%	-5.2%	15.3%	0.8%

Rows are unselected. About 1.5% of those tested had a hit in this group.
